# PNC assembly inh – blocks assembly of the perinucleolar compartment; PC3M PTB-GFP, PNC prevalence imaging, 16 h; active compounds read low; activity change (PNC), negative = inhibition, % at 10 µM; AID 2417; 140,000 tested, 3.1% active;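 active = readout at or below -70, meaning at least 70% loss of cells showing the perinucleolar compartment, a nuclear body marking cancer cells; inconclusive = readout between -30 and a set limit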;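 also: plate controls were DMSO wells for no effect and camptothecin positive control wells for full effect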
#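 Read-out is percentage of cells bearing a perinucleolar compartment, from automated 20x imaging of fixed, Hoechst-stained PC3M PTB-GFP cells. Cells were seeded 4 h, then exposed 16 h to compound (23 nl of library stock) in duplicate plates.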
# 15-hLO-2 inh – inhibitors of human 15-lipoxygenase 2 (ALOX15B) | O15296 | purified 15hLO-2, xylenol orange hydroperoxide absorbance | Potency, µM (highest dose often 57.1 µM), for the others: at the top dose activity change, negative = inhibition, hits mostly inhibitors | 110,000 tested, 0.56% active | AID 881; also: potency is read from the fitted curve at half-maximal effect; nearly all actives have a fitted effect of over 60% in size; many of its hits are not listed in these tables
# Target sequence (O15296 whole entry, looked up): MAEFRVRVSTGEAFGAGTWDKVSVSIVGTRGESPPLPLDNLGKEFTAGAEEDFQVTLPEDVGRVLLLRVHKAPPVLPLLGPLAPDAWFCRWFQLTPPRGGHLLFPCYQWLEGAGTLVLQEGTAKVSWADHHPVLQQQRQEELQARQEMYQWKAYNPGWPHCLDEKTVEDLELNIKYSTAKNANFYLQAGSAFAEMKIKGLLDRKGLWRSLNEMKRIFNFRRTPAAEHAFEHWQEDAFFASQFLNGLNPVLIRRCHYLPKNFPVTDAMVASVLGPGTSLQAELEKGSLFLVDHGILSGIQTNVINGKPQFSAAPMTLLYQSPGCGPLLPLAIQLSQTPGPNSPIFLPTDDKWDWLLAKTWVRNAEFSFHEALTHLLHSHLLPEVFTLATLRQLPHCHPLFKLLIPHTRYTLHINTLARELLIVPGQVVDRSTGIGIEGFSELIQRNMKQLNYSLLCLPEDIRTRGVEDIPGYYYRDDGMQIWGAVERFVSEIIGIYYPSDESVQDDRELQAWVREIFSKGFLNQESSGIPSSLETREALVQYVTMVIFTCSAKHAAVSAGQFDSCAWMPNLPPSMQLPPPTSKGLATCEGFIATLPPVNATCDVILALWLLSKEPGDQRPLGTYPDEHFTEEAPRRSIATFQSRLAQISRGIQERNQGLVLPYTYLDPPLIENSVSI
#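 Read-out: hydroperoxide product oxidises ferrous iron, measured as xylenol orange complex via the 573-to-405 nm absorbance ratio after 30 min. Reaction: 50 nM enzyme, 15 min compound preincubation, 45 uM arachidonic acid, 90 min RT, Hepes pH 7.5 with Triton X-100.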
# 12-hLO inh – inhibitors of human 12-lipoxygenase (ALOX12); P18054; purified 12-hLO, xylenol orange hydroperoxide absorbance; Potency, µM (highest dose often 57.1 µM), inactives show at the top dose activity change, negative = inhibition, usual class: inhibitors; 150,000 tested, 0.12% active; AID 1452; also: potency is read from the fitted curve at half-maximal effect; nearly all actives have a fitted effect of over 55% in size; many of its hits are not listed in these tables
#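 Lipoxygenase turnover measured by absorbance at 573 and 405 nm after Fe-XO development. Human 12hLO 150 nM, arachidonate 40 uM, pH 7.0 Hepes buffer with detergent; 15 min compound preincubation, 30 min reaction.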
# IMPase cell inh – IMPase inhibition in cells | CHO-M1 cells, IP1 accumulation, HTRF TR-FRET ratio | 120,000 tested, under 10 active | inhibition (IP1 accumulation), % at 46.1 µM | P97697; active = well fitted curve in the direction sought with a large enough effect in the signal ratio, not every such curve was filed as active; inconclusive = small, poorly fitted or top-dose-only effect, or a change in a side signal; inactive = no such curve, though single readings can be large or run the other way; the % refers to the signal ratio;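 also: cells stimulated with carbachol in lithium chloride buffer; plate controls were DMSO basal wells for no effect and reference inhibitor wells for full effect; higher means more IMPase inhibition seen as more IP1 and lower FRET ratio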
# Target sequence (P97697 whole entry, looked up): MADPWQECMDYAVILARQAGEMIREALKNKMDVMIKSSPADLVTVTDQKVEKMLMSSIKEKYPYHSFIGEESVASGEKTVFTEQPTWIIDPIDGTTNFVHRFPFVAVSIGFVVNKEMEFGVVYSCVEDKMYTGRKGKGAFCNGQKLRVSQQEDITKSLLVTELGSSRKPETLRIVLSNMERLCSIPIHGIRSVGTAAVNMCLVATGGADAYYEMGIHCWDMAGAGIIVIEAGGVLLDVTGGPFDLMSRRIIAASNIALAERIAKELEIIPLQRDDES
#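 The IP-One HTRF competitive assay in carbachol-stimulated CHO-M1 cells quantifies cellular IP1. Compounds spanned up to 46 uM final, and activity is expressed as AC50 from concentration-response fits of the ratio and donor data.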
# * hit, by the source's call; ? = inconclusive; . = no result given; & = joins results of further samples; [ ] = another dose, or the depositor's remark. Unless noted, calls follow the shape of the dose curve; as a rule, active = well fitted curve in the direction sought with a large enough effect; inconclusive = small, poorly fitted or top-dose-only effect, or another doubt; inactive = no such curve, though single readings can be large; an effect the other way counts as inactive or inconclusive. Unless noted, % is scaled to controls: 0 for no effect and ±100 for the full control effect.
SMILES	PNC assembly inh	15-hLO-2 inh	12-hLO inh	IMPase cell inh
O=c1nc2ccccc2c2n1C[C@H](CN1CCN(c3ccccc3)CC1)N2	.	25%	-2%	1
O=C(CCCn1c(=S)[nH]c2ccc(Br)cc2c1=O)N1CCN(c2ccccn2)CC1	41	-9%	1%	2
Cc1ccc2c(c1)c1c(n2C)C(=O)CCC1	?	-1%	3%	1
c1ccc(C(c2ccccc2)c2nc(-c3cccnc3)no2)cc1	5	44%[activator]	-4%	?
COc1cnc(-c2ccccc2)nc1Oc1ccccc1C	3	31%[activator]	0%	7
CS(=O)(=O)N1CCC2(CC1)CN(c1cccc(-c3ccccc3)c1)C2	.	7%	-14%	.
CC(C)CN(C(=O)c1nn(C)c(=O)c2ccccc12)c1nc2ccccc2s1	-6	-3%	4%	11
O=C(Nc1cccc(O)c1)c1cc2nc(-c3ccccc3)cc(-c3ccccc3)n2n1	-5	.	-1%	.
Cc1ccc(S(=O)(=O)C2(C(=O)Nc3ccc4c(c3)OCO4)CC2)cc1	3	-5%	-7%	-4
COc1ccc(OC)c(NC(=O)C2C3CCC(O3)C2C(=O)O)c1 (stereo not drawn)	20	1%	-5%	2
COCCNC(=S)NC12CC3CC(CC(C3)C1)C2	8	-18%	-22%	2
O=C(NC1CCCCC1)C(c1cccnc1)N(C(=O)CCl)c1ccc(F)cc1 (stereo not drawn)	-21	.	-1%	.
O=C(Oc1ccc(/C=N/O)cc1)c1ccccc1	19	0%	0%	4
CCn1c(-c2ccco2)n[nH]c1=S	36	1%	-2%	-22
O=C(Nc1ccccc1-c1nc2ccccc2s1)c1ccco1	3	-2%	-9%	?
C=CCn1c(SCC(=O)Nc2c(C)nn(Cc3ccccc3)c2C)nnc1C(O)c1ccccc1 (stereo not drawn)	-20	3%	-5%	-6
CCCCOc1ccc(C(=O)Nc2ccc(SC(F)F)cc2)cc1OC	20	.	1%	.
COc1ccc(NC(=O)c2cc3sccc3n2Cc2ccc(F)cc2)cc1OC	25	17%	-3%	12
CCC1=C(OC(=O)N(CC)CC)N2C(=O)OC(=NCCc3c[nH]c4ccccc34)[C@]2(Cc2ccccc2)[C@H]2C1=CC[C@H]1C(=O)N(c3ccccc3)C(=O)[C@H]12	.	1%	-4%	.
CCOc1ccc(C(=O)N2CCCC2)cc1OC	36	-1%	3%	7
CCOC(=O)c1[nH]c(C)c(C(=O)Nc2ccc(C)cc2C)c1C	-20	1%	-2%	-1
CC1CCc2nc(NC(=O)c3ccco3)sc2C1 (stereo not drawn)	-21	21%	-1%	-8
Cc1cc(C)cc(-n2ccnc2SCC(=O)Nc2nccs2)c1	13	8%	1%	-5
Cc1ccc(-c2cc(C(=O)NCCN3CCOCC3)no2)cc1	39	14%	1%	-7
Cc1cc(C(F)F)n2ncc(C(=O)NCCc3ccccc3Cl)c2n1	-29	-9%	-10%	1
Cc1noc(C)c1C(=O)OCC(=O)NC1CC1	-16	1%	2%	-2
CCS(=O)(=O)N1CCC(c2nc(-c3ccc(C)cc3)no2)CC1	-18	-2%	-6%	3
CCOC(=O)Cc1csc(NS(=O)(=O)c2ccc3c4c(cccc24)C(=O)N3CC)n1	14	-1%	-8%	-5
Nc1nnnn1/N=C/C(Br)=C/c1ccccc1	?	-9%	-7%	2
CCOc1cc(C2CC(=O)N3CN(C4CCCCC4)CSC3=C2C#N)ccc1O (stereo not drawn)	?	?	?	2
CC(C)(C#CCN1CCCCC1)OCCOC(c1ccccc1)c1ccccc1	?	.	-6%	.
COc1ccc(CNC(=O)CCCNS(=O)(=O)c2cccc3nonc23)cc1	-18	1%	0%	15
CN(C)CCCOc1nn(Cc2ccccc2)c2ccccc12	.	32%[activator][25.6 µM]	4%[25.6 µM]	17[20.6 µM]
O=c1cc(N2CCc3ccccc3C2)[nH]c(=O)n1-c1ccc(Cl)cc1	13	-17%	-2%	?
O=C1CC(N2CCN(c3ccc(S(=O)(=O)N4CCOCC4)cc3)CC2)C(=O)N1Cc1ccccc1 (stereo not drawn)	?	8%[2.29 µM]	-1%	-1
COc1cccc(/C=N/n2c(N)c(S(=O)(=O)c3cccs3)c3nc4ccccc4nc32)c1OC	?	-10%	2%	-5
COc1cc(CC(=O)OC2CCOC2=O)cc(OC)c1OC (stereo not drawn)	65	8%	-4%	6
COc1ccccc1NC(=O)c1cccc(NC(=O)c2ccco2)c1	48	3%	0%	2
CCOC(=O)C1=C2SCC(=O)N2C(N)=C(C#N)C1	-21	-6%	-10%	0
NC(=NCCc1c[nH]c2ccccc12)NS(=O)(=O)c1cc(F)ccc1F	-11	.	-6%	.
CCc1ccccc1N1CSC2=C(C#N)C(c3cc(OC)c(OC)cc3OC)CC(=O)N2C1 (stereo not drawn)	11	10µM*	?	8
O=C(O)[C@@H](c1ccccc1)[C@@H](C(=O)O)c1ccccc1	.	-5%[11.4 µM]	0%[11.4 µM]	.
COc1ccccc1Cn1c(CCCO)nc2ccccc21	-5	3%	7%	-4
Cc1nn(C)cc1CNC(=O)Nc1ccc(Cl)cc1	-11	.	5%	5
Clc1ccc2nc(CSc3nncn3-c3ccccc3)cn2c1	-28	12%	-3%	4
COc1ccccc1NC(=O)c1nn(-c2ccc(OC(F)(F)F)cc2)ccc1=O	?	5%[11.4 µM]	-1%	3[1.84 µM]
CNc1cc(-n2nc(C)cc2-c2ccccc2)ncn1	-8	5%	3%	6
CCC(C)n1ncn(-c2ccc(N3CCN(c4ccc(OC)cc4)CC3)cc2)c1=O (stereo not drawn)	22	.	-1%	.
Fc1ccc(CNC(=S)Nc2cccc(Cl)c2)cc1	-5	.	-24%	.
COc1cc(C(=O)NCc2ccc(C)cc2)ccc1OC(F)F	33	.	-1%	.
CN1C(=O)c2ccccc2C(C(=O)NCCCN2CCCC2=O)C1c1c[nH]c2ccccc12 (stereo not drawn)	-24	-6%	-4%	0
Brc1ccc(-c2cn3cccnc3n2)cc1	?	-5%	2%	-7
Cc1ccccc1NC(=O)CSC(N)=O	13	-28%	-6%	1
COc1ccc(C(=O)COC(=O)CCN2C(=O)[C@@H]3[C@H](C2=O)[C@@H]2C[C@H]3C(Br)C2Br)cc1 (stereo partly drawn)	36	.	1%	1
O=C(CN1C(=O)NC2(CCCCCC2)C1=O)Nc1ccc(S(=O)(=O)N2CCOCC2)cc1	?	7%	2%	-10
O=C(COc1ccccc1C(=O)c1cnn(-c2ccccc2)c1)Nc1ccccc1	4	.	0%	9
COc1cc(C2C(C#N)=C(N)Oc3n[nH]c(C)c32)ccc1OC(=O)c1ccccc1 (stereo not drawn)	?	-4%	-9%	-2
C=C(c1ccc(O)cc1)c1ccc(O)cc1	?	?	-28%	-1
CCOCCCNC(=O)C1CCC(CNS(=O)(=O)c2ccc(F)cc2)CC1 (stereo not drawn)	19	5%	-10%	7
Cc1ccc(-c2nnc3sc(CCc4ccccc4)nn23)cc1	-19	-8%	-3%	3

# In a second layout: results already given
# Values run as follows: PNC assembly inh | 15-hLO-2 inh | 12-hLO inh | IMPase cell inh
CC(C)(C#CCN1CCCCC1)OCCOC(c1ccccc1)c1ccccc1
  ? | . | -6% | .
O=C1CC(N2CCN(c3ccc(S(=O)(=O)N4CCOCC4)cc3)CC2)C(=O)N1Cc1ccccc1 (stereo not drawn)
  ? | 8%[2.29 µM] | -1% | -1
CN1C(=O)c2ccccc2C(C(=O)NCCCN2CCCC2=O)C1c1c[nH]c2ccccc12 (stereo not drawn)
  -24 | -6% | -4% | 0

# Continued:
SMILES	PNC assembly inh	15-hLO-2 inh	12-hLO inh	IMPase cell inh
COc1ccc(C(CC(=O)O)NS(=O)(=O)c2ccc(C)cc2)cc1 (stereo not drawn)	-24	0%	9%	-1
CN(C)/C=N/c1cc(=O)n(C)c(=O)n1Cc1ccccc1	40	-3%	1%&-1%	.
C=C1N(c2ccccc2)C(=O)OC1(C)C	6	.	-1%	-9
Cc1ccc(S(=O)(=O)c2ccc(Cl)cc2)cc1S(=O)(=O)N(C)CC(=O)O	-15	.	0%	.
Cc1ccc(C(=O)N(Cc2nc(-c3ccc(C)cc3)no2)C(C)C)cc1	24	-4%	-3%	-1
O=C(Cc1ccccc1)NCC(=O)OCC(=O)c1ccc([N+](=O)[O-])cc1	?	.	-2%	.
Cc1cc(C2=NNC(=NC3CC3)SC2)c(C)n1Cc1ccco1	-27	.	-2%	-3
Cc1nc(SCN2C(=O)c3ccccc3C2=O)n[nH]1	75	.	0%	-6
CCC(C)NC(=O)c1cc(Sc2nnc(C)s2)nc2ccccc12 (stereo not drawn)	-11	.	-4%	-2
CC(=O)OC1CC(C)(C)N(OC(=O)c2ccccc2)C(C)(C)C1	-12	6%	-1%	24
Cc1ccc(SCc2nc3ccccc3[nH]2)cc1	10	43%[activator]	6%	17
Nc1c2c(nc3ccccc13)N(C1CCCCC1)CC2	35	33%[activator]	1%	3
Cc1ccc(C(=O)Nc2ccccc2C(=O)N2CCCC2)cc1[N+](=O)[O-]	-8	.	-3%	.
NC(=O)c1ncc(C(F)(F)F)cc1Oc1cccc(F)c1	-29	-3%	-4%	0
Cc1cccc(NC(=O)C(C)N2C(=O)C3C4CC(C(Br)C4Br)C3C2=O)c1 (stereo not drawn)	89	12%	-13%	-22
CCOC(=O)c1c(C)[nH]c(C)c1C(=O)COC(=O)c1cccc(S(=O)(=O)NC)c1	8	-4%	2%	9
COCCn1cc(C(=O)N2CCC(C)CC2)c2c3ccccc3n(C)c2c1=O	?	-1%	-3%	-4
O=C(CNC(=O)c1ccco1)OCc1ccc(C(=O)Oc2ccccc2)cc1	?	2%	2%	-3
CCCC1=NN2C(=N)/C(=C\c3cc(C)n(-c4cc(C)cc(C)c4)c3C)C(=O)N=C2S1	?	.	-1%	.
CS(=O)(=O)NCCSCc1ccc(Cl)cc1	14	9%	-5%	3
CC1=CC(=C(C#N)c2nc3ccccc3s2)C=C(C)N1Cc1ccco1	-1	-12%	-5%	-7
c1ccc(CN(Cc2ccco2)C(c2ccncc2)c2nnnn2C2CCCC2)cc1 (stereo not drawn)	11	-8%	-14%	8
Cc1ccccc1-c1cc(Nc2ccc(F)cc2)ncn1	.	4%	-2%	.
COC(=O)c1[nH]c(C)c(/C(O)=C2\C(=O)C(=O)N(CCN(C)C)C2c2ccc(C)o2)c1C (stereo not drawn)	51	-18%	-7%	0
Cc1ccc(C(=O)NCCN(C)C)c(C)c1	-2	1%	2%	-5
C=CCn1c(C)c(C(C)=O)c(N2CCCC2)nc1=S	?	-1%	-2%	-2
COC(=O)c1cc(NC2c3ccccc3C(=O)N2c2ccc(Cl)cn2)cc(C(=O)OC)c1 (stereo not drawn)	4	.	2%	-3
CCC(C)(C)NC(=O)c1ccc(Sc2nncn2C)c([N+](=O)[O-])c1	?	.	-1%	.
CN(C(=O)c1ccccc1C(=O)c1ccccc1)C1CCS(=O)(=O)C1 (stereo not drawn)	10	3%	3%	-5
CN1CC(=O)N/C1=N\C(=O)Nc1ccc2c(c1)N(C)C(=O)CS2	5	-4%	6%	2
O=C(c1ccc2c(c1)OCO2)N(Cc1cccs1)C1(C(=O)NC2CCCCC2)CCCCC1	81	.	-3%	2
COC(=O)CC(NS(=O)(=O)c1cccs1)c1ccccc1Cl (stereo not drawn)	?	6%[11.4 µM]	3%	-17[1.84 µM]
COC1(OC)N=C(NC(=O)Nc2ccccc2)C2(C#N)C(c3ccccc3)C12C#N (stereo not drawn)	?	?	-24%	-1

# Bioassay records: PubChem, National Center for Advancing Translational Sciences (NCATS)
